Bioassay records: PubChem BioAssay, National Center for Advancing Translational Sciences (NCATS)
Tb PGK inh: T. brucei PGK inhibition | PGK/GAPDH coupled, Kinase-Glo luminescence, 60 min | Potency, µM (top dose mostly 57.5 µM), inactives show at the top dose activity change, negative = inhibition, hits mostly inhibitors | 0.043% of 380,000 active; also: potency is read from the fitted curve at half-maximal effect; % is scaled to controls: 0 for no effect and ±100 for the full control effect; nearly all actives have a fitted effect of over 60% in size
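Luminescent ATP detection (Kinase-Glo Plus) follows a 60-minute room-temperature incubation, with wells lacking PGK as controls. Buffer: 100 mM TEA (pH 7.6), 5 mM MgCl2, 0.01% Tween-20. Coupling enzyme GAPDH (100 nM final) supplies unstable 1,3-BPG in-well.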
IDH1 R132H inh: inhibitors of human mutant IDH1 R132H; O75874; IDH1-R132H enzyme, NADPH consumption, diaphorase/resazurin fluorescence; Potency, µM (doses to about 76.6 µM), for inactives: at the top dose activity change, negative = inhibition, actives largely listed as inhibitors; 0.093% of 390,000 active; also: potency is read from the fitted curve at half-maximal effect; % is scaled to controls: 0 for no effect and ±100 for the full control effect; nearly all actives have a fitted effect of over 65% in size
Target sequence (O75874 whole entry R132H, stated change not applied): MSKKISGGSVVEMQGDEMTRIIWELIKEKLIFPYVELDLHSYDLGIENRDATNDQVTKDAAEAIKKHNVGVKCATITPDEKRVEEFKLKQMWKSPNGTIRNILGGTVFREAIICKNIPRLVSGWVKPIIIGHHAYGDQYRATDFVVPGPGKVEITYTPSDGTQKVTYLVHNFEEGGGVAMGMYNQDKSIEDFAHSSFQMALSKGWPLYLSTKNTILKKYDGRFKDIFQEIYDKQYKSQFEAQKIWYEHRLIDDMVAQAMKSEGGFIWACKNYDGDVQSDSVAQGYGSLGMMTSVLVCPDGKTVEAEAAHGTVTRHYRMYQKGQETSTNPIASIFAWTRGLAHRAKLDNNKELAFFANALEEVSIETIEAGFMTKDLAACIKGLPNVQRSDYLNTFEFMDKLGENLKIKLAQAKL
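IDH1-R132H (0.5 ug/mL) preincubated 30 min with compound, then NADPH (0.016 mM) and alpha-KG (2 mM) added; 80 min at RT, pH 7.5. Remaining NADPH coupled via diaphorase/resazurin to fluorescence (540/590 nm); concentration-response curves normalized to no-enzyme control.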
GLS inh: blocks human kidney-isoform glutaminase activity; GLS enzymatic activity, qHTS titration; Potency, µM (highest dose often 45.5 µM), inactives show at the top dose activity change, negative = inhibition, usual class: inhibitors; 0.21% of 410,000 active; O94925; also: potency is read from the fitted curve at half-maximal effect; % is scaled to controls: 0 for no effect and ±100 for the full control effect
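Read-out is an Amplex red fluorescence increase coupled through glutamate oxidase and HRP, measured before and after 30 min room-temperature incubation. hKGA is in 45 mM KH2PO4 (pH 8.2) with 0.02% Tween-20; glutamine added as 1mM solution.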
TrxR1 inh: rat TrxR1 inhibition; O89049; recombinant rTrxR1, NADPH fluorescence consumption, selenite substrate; Potency, µM (highest dose often 114 µM), for inactives: at the top dose activity change, negative = inhibition, hits mostly inhibitors; 1% of 390,000 active; also: potency is read from the fitted curve at half-maximal effect; % is scaled to controls: 0 for no effect and ±100 for the full control effect; nearly all actives have a fitted effect of over 65% in size
Target sequence (O89049 whole entry, looked up): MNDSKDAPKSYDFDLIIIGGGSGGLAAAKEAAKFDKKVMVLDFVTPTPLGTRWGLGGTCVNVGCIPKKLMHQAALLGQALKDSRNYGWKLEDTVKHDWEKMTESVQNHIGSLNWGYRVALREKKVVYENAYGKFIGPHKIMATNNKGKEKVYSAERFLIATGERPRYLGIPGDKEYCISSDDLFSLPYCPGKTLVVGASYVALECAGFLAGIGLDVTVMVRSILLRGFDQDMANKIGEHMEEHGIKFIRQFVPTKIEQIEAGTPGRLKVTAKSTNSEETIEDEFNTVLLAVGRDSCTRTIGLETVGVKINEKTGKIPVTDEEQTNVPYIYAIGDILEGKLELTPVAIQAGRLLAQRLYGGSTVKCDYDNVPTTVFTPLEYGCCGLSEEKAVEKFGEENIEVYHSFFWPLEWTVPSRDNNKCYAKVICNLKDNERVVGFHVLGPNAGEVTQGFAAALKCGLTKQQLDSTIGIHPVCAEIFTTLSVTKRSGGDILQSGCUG
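Rat TrxR1 (90 nM in the dispensed reagent) was pre-reduced with 400 uM NADPH for 5 min at room temperature, then incubated with compound for 15 min. After 400 uM selenite was added, NADPH fluorescence (Ex 340/Em 450 nm) was followed for 8 min.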
PI4K2A block: PI4K2A (human) kinase inhibition. activity change, negative = inhibition, % at 76.9 µM. purified PI4K2A, ADP-Glo luminescence, 1 h; stronger effect = lower value. 0.13% of 420,000 active; in the data active = activity change below about -50%; inconclusive = mostly about -30% to -49%;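 also: -100% = wells without enzyme as full effect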
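PI4K2A activity was measured by ADP-Glo luminescence: enzyme (4 ug/mL stock) and phosphatidylinositol (1.2 mM stock) in Tris pH 7.5/MgCl2/EGTA/Triton X-100 buffer were reacted with ATP (300 microM stock) for one hour at ambient temperature.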
TrxR1 substrate: is turned over as a substrate by rat TrxR1 | AID 588456 | 0.01% of 390,000 active | purified TrxR1 substrate turnover, NADPH consumption readout | Potency, µM (top dose mostly 114 µM), inactives show top-dose activity change, negative = substrate turnover | O89049; also: potency is read from the fitted curve at half-maximal effect; % is scaled to controls: 0 for no effect and ±100 for the full control effect; nearly all actives have a fitted effect of over 50% in size
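Rat TrxR1, dispensed at 90 nM, was prereduced with 400 uM NADPH (final) for 5 min at ~22 deg C, then incubated with compound 15 min before 400 uM selenite. A first-read NADPH fluorescence drop versus no-compound background flagged substrates.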
HP1b binding inh: HP1-beta chromodomain-methylated histone interaction inhibition; P83916; AlphaScreen HP1-beta / biotin-H3K9me3 peptide binding; Potency, µM (top dose mostly 114 µM), inactives show top-dose activity change, negative = inhibition, usual class: inhibitors; 0.56% of 390,000 active; AID 540317; also: potency is read from the fitted curve at half-maximal effect; nearly all actives have a fitted effect of over 70% in size; inactives centre near 23
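AlphaScreen: HP1-beta (50 nM) preformed 30 min with biotin-H3(1-18)K9me3 peptide (50 nM) in PBS pH 7.4, 0.01% Tween-20. Compound added for 30 min at RT, then streptavidin donor/nickel chelate acceptor beads (10 ug/mL) for 30 min.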
Pin1 inhibitor: human Pin1 inhibition. Q13526. Pin1 FP peptide displacement, HiFluor488, 10 min. 0.009% of 390,000 active. Potency, µM (titrated, usually from 115 µM), without a hit: top-dose activity, negative = inhibition, actives largely listed as inhibitors. AID 504891; active = well fitted inhibition curve with a large enough effect in the polarisation, with a control signal flat, not every such curve was filed as active; inconclusive = small, poorly fitted or top-dose-only effect, or effect the other way, or a change in a side signal; inactive = no such curve, though single readings can be large or run the other way; the % refers to the polarisation; also: potency is read from the fitted curve at half-maximal effect; % is scaled to controls: 0 for no effect and ±100 for the full control effect
Target sequence (Q13526 whole entry, looked up): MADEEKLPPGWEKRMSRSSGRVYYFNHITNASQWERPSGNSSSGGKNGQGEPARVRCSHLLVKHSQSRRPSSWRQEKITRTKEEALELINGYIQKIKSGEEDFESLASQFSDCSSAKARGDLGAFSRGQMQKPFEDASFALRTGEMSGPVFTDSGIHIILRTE
USP1 inh: inhibitors of human USP1/UAF1 deubiquitinase | O94782 | recombinant USP1/UAF1, Ub-Rhodamine cleavage fluorescence | Potency, µM (titrated, usually from 57.1 µM), for inactives: at the top dose activity change, negative = inhibition, usual class: inhibitors | 0.23% of 390,000 active; also: potency is read from the fitted curve at half-maximal effect; % is scaled to controls: 0 for no effect and ±100 for the full control effect; nearly all actives have a fitted effect of over 60% in size; inactives centre near -12
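Step one: compound is pinned into 1nM USP1/UAF1 in HEPES pH 7.8 buffer with TCEP. Step two: 15 min room-temperature incubation. Step three: Ub-Rho (150nM final) starts cleavage, tracked by fluorescence over six one-minute reads.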
* = called active by the depositor; i = inactive; ? = inconclusive; nt = not tested or not shown; & = joins results of further samples; [ ] = another dose, or the depositor's remark. Unless noted, calls follow the shape of the dose curve; as a rule, active = well fitted curve in the direction sought with a large enough effect; inconclusive = small, poorly fitted or top-dose-only effect, or another doubt; inactive = no such curve, though single readings can be large; an effect the other way counts as inactive or inconclusive.

Keys: A = Tb PGK inh; B = IDH1 R132H inh; C = GLS inh; D = TrxR1 inh; E = PI4K2A block; F = TrxR1 substrate; G = HP1b binding inh; H = Pin1 inhibitor; I = USP1 inh
Cc1cc2cc(CN(Cc3cccs3)S(=O)(=O)c3ccc4c(c3)OCCO4)c(=O)[nH]c2cc1C
  A: -5%; B: 2%; C: 1%; D: 10%[57.1 µM]; E: 6; F: 8%[57.1 µM]; G: 33%; H: 5%; I: -13%
CCc1nnc(NC(=O)CSc2nc3c(cc2C#N)CCC3)s1
  A: i; B: 4%; C: -12%; D: 6%; E: -1; F: 18%; G: 35%; H: -1%; I: -20%
CC(C)(C)OC(=O)N1CCC(C(=O)Nc2ccc(C(=O)N3CCCCC3)cc2)CC1
  A: 7%; B: 1%[38.3 µM]; C: 10%; D: 9%; E: 0; F: 0%; G: 46%[activator]; H: 3%; I: -9%
O=C(Cn1cncn1)N/N=C/c1c2ccccc2cc2ccccc12
  A: 0%; B: 2%; C: 1%; D: 4%; E: 6; F: 4%[57.1 µM]; G: 38%[activator]; H: ?; I: -10%
CC1CCCCC12NC(=O)N(CC(=O)Nc1ccc3c(c1)OCCCO3)C2=O (stereo unspecified)
  A: -5%; B: -8%; C: 9%; D: 25%; E: 3; F: 1%; G: 31%; H: 0%; I: -5%
O=C1CCCC2=C1C(c1ccc(O)c(O)c1)c1c(ccc3ncccc13)N2 (stereo unspecified)
  A: ?; B: 12%; C: ?; D: -48%; E: -5; F: 5%[57.1 µM]; G: ?; H: ?; I: -12%
CCOC(=O)c1ccc(NC(=O)CSc2nc(N3CCOCC3)nc(N3CCOCC3)n2)cc1
  A: -6%; B: -8%; C: 7%; D: 22%; E: -1; F: 1%; G: 36%; H: 1%; I: -24%
CCc1ccccc1NC(=O)c1ccc(-n2c(C)ccc2C)cc1
  A: -9%; B: 10%; C: 6%; D: ?; E: 7; F: 1%; G: 14%; H: 19%; I: -20%
Cc1ccc(-n2cccn2)c(CN2CCCC(C(=O)c3sccc3C)C2)c1 (stereo unspecified)
  A: -11%; B: 8%; C: -4%; D: 11%[57.1 µM]; E: 0; F: 2%[57.1 µM]; G: 40%[activator]; H: 2%; I: -7%
COc1ccc(NC(=O)Cc2nnc(SCC(=O)Nc3ccccc3)n2C)cc1
  A: 12%; B: -1%; C: 4%; D: ?; E: 3; F: 4%; G: 19%; H: 2%; I: -15%
Cc1ccc(C)c(NC(=S)NNC(=S)Nc2ccc(C(C)C)cc2)c1
  A: 0%; B: -10%; C: -1%; D: ?; E: -27; F: -7%; G: ?; H: -10%; I: -5%
COc1ccc(NC(=S)Nc2ccc(S(N)(=O)=O)cc2)c(OC)c1
  A: -9%; B: -3%; C: -10%; D: -1%[57.1 µM]; E: 14; F: 6%[57.1 µM]; G: -10%; H: 10%; I: -16%
COc1ccccc1Oc1cc(C#N)c(C#N)cc1-n1nnc2ccccc21
  A: 12%; B: 3%; C: -5%; D: 15%[57.1 µM]; E: -5; F: 2%[57.1 µM]; G: 42%[activator]; H: 11%; I: -14%
C=CCn1c(SCC(=O)c2ccc(O)c(O)c2)nnc1-c1ccc(C)cc1
  A: -10%; B: 12%; C: 24%; D: -12%; E: -2; F: -5%; G: 13%; H: -10%; I: -31%
O=C(CCCN1CCC(C(=O)c2ccc(F)cc2)CC1)c1ccc(F)cc1
  A: -3%; B: 1%; C: 4%&-6%; D: -30%; E: 0; F: -13%; G: 20%; H: 2%; I: -7%
COc1ccccc1-c1noc(-c2ccccc2C(=O)NCc2ccco2)n1
  A: i; B: 12%; C: -1%; D: 9%; E: -2; F: 2%; G: 30%; H: 1%; I: -25%
Cc1ccc(-n2nc(C(=O)N(C)c3ccccc3Cl)c3c4ccccc4n(C)c3c2=O)cc1
  A: nt; B: nt; C: -6%; D: 24%; E: 3; F: -1%; G: -2%; H: -1%; I: ?
COc1cc(N)n(S(=O)(=O)c2ccc(C)cc2)n1
  A: -1%; B: 0%; C: -10%; D: 9%; E: 3; F: 1%; G: 46%[activator]; H: 2%; I: -6%
CC(c1cccs1)N(Cc1ccco1)C(=O)Nc1ccc(Cl)c(Cl)c1 (stereo unspecified)
  A: 6%; B: 2%; C: -6%; D: 14%; E: 3; F: 4%; G: 30%; H: 2%; I: -20%
O=c1cc(CSc2nnc(Nc3ccccc3F)s2)nc2sccn12
  A: -2%; B: 13%; C: 4%; D: 19%[57.1 µM]; E: 3; F: -3%; G: 8%; H: 1%; I: 3%
CCN(CC)c1ccc(NC(=O)CN2C(=O)CC(C)(C)S(=O)(=O)c3ccccc32)c(C)c1
  A: 6%; B: 2%; C: 29%; D: -8%; E: 1; F: -7%; G: 49%[activator]; H: 1%; I: 2%
COc1ccc2[nH]c(C(=O)O)c(NS(=O)(=O)c3ccc(Cl)s3)c2c1
  A: -2%; B: 3%; C: -4%; D: 9%; E: -3; F: -2%; G: 13%; H: -3%; I: -24%
N#Cc1ccc(/C=N/NC(=O)CCc2ccc(S(=O)(=O)N3CCOCC3)cc2)cc1
  A: -1%; B: 3%; C: 9%; D: -9%[57.1 µM]; E: -3; F: -6%; G: 4%; H: 0%; I: 5%
CCC[C@@H](CN1CCC[C@H]1CN1C(N)=NC[C@H]1CC(C)C)N1C[C@@H]([C@H](C)CC)N(CCCC2CCCC2)C1=N
  A: -5%; B: -6%; C: 9%; D: -10%; E: -3; F: -9%; G: 15%; H: -4%; I: -15%
COc1ccc(NS(=O)(=O)c2ccc3[nH]c4c(c3c2)CCCC4)cc1OC
  A: -1%; B: -7%; C: 8%; D: 19%[57.1 µM]; E: -6; F: -1%[57.1 µM]; G: ?; H: 2%; I: 0%

Entries of single compounds from above. Order of screens: Tb PGK inh | IDH1 R132H inh | GLS inh | TrxR1 inh | PI4K2A block | TrxR1 substrate | HP1b binding inh | Pin1 inhibitor | USP1 inh
Cc1cc2cc(CN(Cc3cccs3)S(=O)(=O)c3ccc4c(c3)OCCO4)c(=O)[nH]c2cc1C reads -5% | 2% | 1% | 10%[57.1 µM] | 6 | 8%[57.1 µM] | 33% | 5% | -13%
COc1ccc(NC(=S)Nc2ccc(S(N)(=O)=O)cc2)c(OC)c1 reads -9% | -3% | -10% | -1%[57.1 µM] | 14 | 6%[57.1 µM] | -10% | 10% | -16%

(cont.)
Keys: A = Tb PGK inh; B = IDH1 R132H inh; C = GLS inh; D = TrxR1 inh; E = PI4K2A block; F = TrxR1 substrate; G = HP1b binding inh; H = Pin1 inhibitor; I = USP1 inh
Cc1cc(C)n(-c2c(F)c(F)c(CO)c(F)c2F)n1
  A: -2%[11.5 µM]; B: 3%; C: 2%; D: 25%; E: -2; F: 8%; G: 1%; H: -3%; I: ?
Cc1ccc(-c2nnn(CC(=O)N(CC(=O)NCCC(C)C)c3ccc(F)cc3)n2)cc1
  A: -7%; B: -7%; C: -1%; D: 9%; E: 0; F: 2%; G: 30%; H: 5%; I: -24%
CCc1ccc(N2CC(C(=O)Nc3cccc(S(=O)(=O)N4CCCC4)c3)CC2=O)cc1 (stereo unspecified)
  A: -9%; B: 4%; C: 1%; D: 2%; E: 3; F: -10%; G: 6%; H: 0%; I: -6%
Cc1ccc(C)c(NC(=O)CSc2nnc(CNC(=O)c3ccco3)o2)c1
  A: -7%; B: -5%; C: 5%; D: 17%; E: -6; F: -2%; G: 35%; H: 6%; I: -10%
COc1ccc(C(=O)C(OC(=O)c2ccccc2)c2ccccc2)cc1 (stereo unspecified)
  A: -7%; B: 0%; C: -9%; D: -1%; E: 7; F: -5%; G: 54%[activator]; H: -1%; I: -14%
O=C(c1ccc(Cl)cc1[N+](=O)[O-])N1CCN(c2ccccn2)CC1
  A: i; B: 9%; C: 0%; D: 18%; E: -3; F: 4%; G: 53%[activator]; H: 2%; I: -21%
Cc1ccc(CNC(=S)Nc2ccc(C)c([N+](=O)[O-])c2)cc1
  A: 2%; B: -2%; C: -1%; D: -3%; E: 10; F: -3%; G: 21%; H: 0%; I: -3%
C=CCSc1nnc(NC(=O)C2CC(=O)N(c3ccc4c(c3)OCCO4)C2)s1 (stereo unspecified)
  A: -3%; B: -2%; C: 2%; D: 18%; E: -2; F: 2%; G: 17%; H: 0%; I: 1%
CC1=C(C(=O)N2CCOCC2)CC(CC(=O)NC(c2ccccc2)c2ccccc2)C(=O)N1CCCN1CCCC1=O (stereo unspecified)
  A: -1%; B: 19%; C: -10%; D: nt; E: 2; F: nt; G: nt; H: nt; I: -15%
Cc1ccc(C)c(OCC(=O)NCCN(C)C)c1
  A: -1%; B: 0%; C: 10%; D: 4%[57.1 µM]; E: -3; F: 8%[57.1 µM]; G: 12%; H: -3%; I: -26%
CCOC(=O)c1ccc(N2C(=O)CC(N3CCN(Cc4ccccc4)CC3)C2=O)cc1 (stereo unspecified)
  A: -6%; B: 4%; C: 5%; D: -16%; E: 0; F: -6%; G: 13%; H: 4%; I: 2%

Some of the compounds tested; count on the stated rates, not on these rows.
